uPA generation – cell surface uPA generation inhibition; actives 0.31% (n = 330,000); cell surface uPA generation assay, qHTS; Potency, µM (top dose mostly 38.3 µM), inactives show at the top dose activity change, negative = inhibition, usual class: inhibitors; active means well fitted inhibition curve with a large enough effect; inconclusive means small, poorly fitted or top-dose-only effect; inactive means no such curve, though single readings can be large or run the other way; tested in mouse RAW 264.7 cells; further: potency means the concentration at half of the fitted maximal effect; nearly all actives have a fitted effect of over 55% in size
KCNH2 3.1 inh – KCNH2 3.1 (human) potassium channel inhibition. U2OS KCNH2 3.1, thallium flux FluxOr; active compounds read low. activity change, % (tested at about 1.8 µM). actives 0.95% (n = 340,000). AID 720553;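 active means maximum activity change below -70%; inconclusive means maximum activity change from -70% to -50%; inactive means maximum activity change above -50%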;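 further: thallium influx rate constant from kinetic fluorescence after stimulation buffer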
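Measured as rate of thallium-driven FluxOr signal in transduced U2OS cells carrying the 3.1 channel, read kinetically for 2 min upon stimulation; values are rate constants scaled to DMSO control wells.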
Giardia killer – kills Giardia lamblia; AID 540267; activity change, % at 7.66 µM, hits read low; actives 0.15% (n = 340,000); Giardia lamblia trophozoite viability; in the data active means activity change below about -80%; inconclusive means between about -30% and that limit;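 further: parasites exposed to compound for two days anaerobically before the ATP read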
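Giardia trophozoites, 100 cells per well, were exposed to compounds for 48 hrs at 37 deg C under anaerobic conditions; viability was then read as ATP content by bioluminescence after 15-30 min at room temperature.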
Active calls of the source: *. On the % scale 0 is the no-effect control and ±100 the full control effect. Only part of the results is shown; count on the stated rates, not on these rows.

Results for c1ccc(N2C3C4CC(C5CCCC54)C32)cc1 (configuration not stated) ?
uPA generation: -2%; KCNH2 3.1 inh: 23; Giardia killer: -17

What do the screens show for `COc1cc2c(c(OC)c1OC)-c1ccc(SC)c(=O)cc1C(NC(C)=O)CC2` (configuration not stated)?
uPA generation: -8%; KCNH2 3.1 inh: 3; Giardia killer: -6

What do the screens show for `COC(=O)C1=C(c2cc3ccccc3o2)C[C@@H]2CC[C@H]1N2C(=O)NC1CCCCC1`?
uPA generation: -16%; KCNH2 3.1 inh: -9; Giardia killer: 5

What do the screens show for `C=CCCC1(CC(C)C)C(=O)NC(=S)NC1=O`?
uPA generation: 9%; KCNH2 3.1 inh: -18; Giardia killer: -4

Results for CCOC(=O)CC(SP1(=S)OCC2(CCCCC2)CO1)C(=O)OCC (configuration not stated) ?
uPA generation: 5%; KCNH2 3.1 inh: -12; Giardia killer: -2

What do the screens show for `N[C@H](CO)Cc1ccccc1`?
uPA generation: -6%; KCNH2 3.1 inh: 1; Giardia killer: 1

What do the screens show for `CC12CC(O)C3C(CCC4=CC(=O)CCC43C)C1CCC2=O` (configuration not stated)?
uPA generation: 1%; KCNH2 3.1 inh: -14; Giardia killer: -1

How did C[C@H]1C/C=C/[C@H]2[C@H](O)[C@H](C)[C@@](C)(O)[C@H]3[C@H](Cc4ccccc4)NC(=O)[C@]32[C@H](O)/C=C/[C@](C)(O)C1 do in these assays?
uPA generation: inconclusive; KCNH2 3.1 inh: 6; Giardia killer: -5

What do the screens show for `C[C@]12CCCCC1=CC(=O)C1C2CC[C@@]2(C)C1C[C@@H](F)[C@@H]2O` (some centres not stated)?
uPA generation: 0%; KCNH2 3.1 inh: 4; Giardia killer: 2

How did CC(=O)OC1C(O)C(C)OC(OC2C(OC(=O)C3CCC4C(C3)OC3(CC(OC(=O)/C=C/c5ccccc5)C(C)CO3)C43CO3)OC(C)C(O)C2OC(C)=O)C1O (configuration not stated) do in these assays?
uPA generation: -12%; KCNH2 3.1 inh: -2; Giardia killer: inconclusive

Results for COC(=O)C1=C(c2ccccc2)C[C@@H]2CC[C@H]1N2C(=O)NCc1cccc2ccccc12 ?
uPA generation: 0%; KCNH2 3.1 inh: -11; Giardia killer: 4

Results for CC1CC2C(C(O)CC3(C)C(O)CCC23)C2(C)CCC(=O)C=C12 (configuration not stated) ?
uPA generation: -4%; KCNH2 3.1 inh: 8; Giardia killer: 15

What do the screens show for `O=Cc1cc(OCc2ccccc2)ccc1[B-](F)(F)F`?
uPA generation: inconclusive; KCNH2 3.1 inh: -4; Giardia killer: -5

How did COc1ccccc1NP1(=O)OCC(C)([N+](=O)[O-])CO1 (configuration not stated) do in these assays?
uPA generation: 5%; KCNH2 3.1 inh: 7; Giardia killer: -17

What do the screens show for `CCC1CN1P1(=O)OCC(C)([N+](=O)[O-])CO1` (configuration not stated)?
uPA generation: -10%; KCNH2 3.1 inh: 15; Giardia killer: 15

Results for CC12CCC3C(CCC4CC(=O)CCC43C)C1CC(=NO)C2=O (configuration not stated) ?
uPA generation: -4%; KCNH2 3.1 inh: 4; Giardia killer: 1

What do the screens show for `NCCc1ccccc1`?
uPA generation: 13%; KCNH2 3.1 inh: -2; Giardia killer: 6

What do the screens show for `O=C(O)CNC1c2ccccc2CSc2ccccc21` (configuration not stated)?
uPA generation: 0%; KCNH2 3.1 inh: 13; Giardia killer: 2

How did COc1ccc(CC2C(=O)NC(C)C(=O)N(C)C3C(=O)N(C)C(Cc4ccc(O)c(c4)Oc4ccc(cc4)C3O)C(=O)NC(C)C(=O)NC(C)C(=O)N2C)cc1 (configuration not stated) do in these assays?
uPA generation: -11%; KCNH2 3.1 inh: 6; Giardia killer: 21

Results for CCN(C=C1CC2C3CC=C4CC(O)CCC4(C)C3CCC2(C)C1=O)CC (configuration not stated) ?
uPA generation: 8%; KCNH2 3.1 inh: -8; Giardia killer: -8

What do the screens show for `C=CCC1(CC)C(=O)NC(=S)NC1=O`?
uPA generation: 5%; KCNH2 3.1 inh: -33; Giardia killer: -12

Results for COC(=O)C1=C(c2cccc(OC)c2OC)C[C@@H]2CC[C@H]1N2C(=O)NCC1CC1 ?
uPA generation: 11%; KCNH2 3.1 inh: -11; Giardia killer: inconclusive

How did C[C@]12CC[C@@H](O)CC1=CCC1C2CC[C@@]2(C)C1C[C@@H](F)[C@H]2O (some centres not stated) do in these assays?
uPA generation: 1%; KCNH2 3.1 inh: 5; Giardia killer: 6

What do the screens show for `CCC1(CC)C(=O)NC(=O)N(CCc2ccccn2)C1=O`?
uPA generation: -2%; KCNH2 3.1 inh: -10; Giardia killer: 0

What do the screens show for `Cc1ccccc1-n1c(C)nc2ccsc2c1=O`?
uPA generation: -6%; KCNH2 3.1 inh: -38; Giardia killer: -6

What do the screens show for `CC(C)(C)C1(CCO)C(=O)NC(=S)NC1=O`?
uPA generation: 2%; KCNH2 3.1 inh: -5; Giardia killer: 13

What do the screens show for `c1ccc(C2c3ccccc3-n3nncc3CN2CC2CCCCC2)cc1` (configuration not stated)?
uPA generation: 2%; KCNH2 3.1 inh: 14; Giardia killer: 24

Results for COC(=O)C1=C(c2cccc(OC)c2OC)C[C@@H]2CC[C@H]1N2C(=O)NCCS(C)=O (some centres not stated) ?
uPA generation: 13%; KCNH2 3.1 inh: 6; Giardia killer: -6

Results for CCC1(CC)C(=O)NC(=O)N(c2ccccc2)C1=O ?
uPA generation: 10%; KCNH2 3.1 inh: 6; Giardia killer: -5

What do the screens show for `CC(Nc1nc(-c2ccc(F)cc2)cs1)c1nc2cc(Cl)c(Cl)cc2n1CCCO` (configuration not stated)?
uPA generation: inconclusive; KCNH2 3.1 inh: -5; Giardia killer: -21

Arranged by number of heavy atoms (rising): 3 of the compounds above
What do the screens show for `NCCc1ccccc1`?
uPA generation: 13%; KCNH2 3.1 inh: -2; Giardia killer: 6

What do the screens show for `C=CCC1(CC)C(=O)NC(=S)NC1=O`?
uPA generation: 5%; KCNH2 3.1 inh: -33; Giardia killer: -12

What do the screens show for `CC(C)(C)C1(CCO)C(=O)NC(=S)NC1=O`?
uPA generation: 2%; KCNH2 3.1 inh: -5; Giardia killer: 13

In the list so far, these contain a nitro group on carbon.
How did COc1ccccc1NP1(=O)OCC(C)([N+](=O)[O-])CO1 (configuration not stated) do in these assays?
uPA generation: 5%; KCNH2 3.1 inh: 7; Giardia killer: -17

What do the screens show for `CCC1CN1P1(=O)OCC(C)([N+](=O)[O-])CO1` (configuration not stated)?
uPA generation: -10%; KCNH2 3.1 inh: 15; Giardia killer: 15

Carrying on:
What do the screens show for `COc1cccc(-c2ccc(NC(=O)C3CCCN(Cc4ccco4)C3)cc2)c1` (configuration not stated)?
uPA generation: inconclusive; KCNH2 3.1 inh: -6; Giardia killer: -9

How did NS(=O)(=O)c1nc[nH]c1[N+](=O)[O-] do in these assays?
uPA generation: 1%; KCNH2 3.1 inh: 2; Giardia killer: -19

Results for C[C@H]1CCC/C=C/[C@@H]2C[C@H](O)C[C@H]2[C@@H](O)/C=C/C(=O)O1 ?
uPA generation: -3%; KCNH2 3.1 inh: -6; Giardia killer: -2

How did CCCC1(CCO)C(=O)NC(=S)NC1=O do in these assays?
uPA generation: -1%; KCNH2 3.1 inh: 6; Giardia killer: -25

Results for CC(=O)O[C@H]1C[C@@H]2OC3C=C(C)CCC3(C)[C@@]1(C)[C@@]21CO1 (some centres not stated) ?
uPA generation: -10%; KCNH2 3.1 inh: -5; Giardia killer: 11

Results for CCOC(=O)[C@]12Cc3cc(OC)ccc3[C@H]1N(Cc1ccccc1)C(=O)c1cc(F)c(F)cc12 ?
uPA generation: inconclusive; KCNH2 3.1 inh: -12; Giardia killer: -24

What do the screens show for `CS(=O)(=O)N1Cc2cnnn2-c2ccccc2C1C#N` (configuration not stated)?
uPA generation: 4%; KCNH2 3.1 inh: -4; Giardia killer: -20

How did CSc1cccc(NP2(=O)OCC(C)([N+](=O)[O-])CO2)c1 (configuration not stated) do in these assays?
uPA generation: 7%; KCNH2 3.1 inh: -3; Giardia killer: -22

What do the screens show for `CC12C=CC(=O)CC1CCC1C2CCC2(C)C(O)C(O)CC12` (configuration not stated)?
uPA generation: -6%; KCNH2 3.1 inh: -3; Giardia killer: -3

How did C=CCOC(=O)C1C(C(=O)O)C2(Cl)C(Cl)=C(Cl)C1(Cl)C2(Cl)Cl (configuration not stated) do in these assays?
uPA generation: -4%; KCNH2 3.1 inh: 4; Giardia killer: -15

Results for CCOC(=O)[C@]12Cc3ccsc3[C@H]1N(Cc1ccccc1)C(=O)c1ccccc12 ?
uPA generation: -21%; KCNH2 3.1 inh: -28; Giardia killer: -2

How did CCC1([N+](=O)[O-])COP(=O)(NCc2cccnc2)OC1 (configuration not stated) do in these assays?
uPA generation: -1%; KCNH2 3.1 inh: 11; Giardia killer: -4

What do the screens show for `CN(c1ccccc1)P(=O)(N1CC1)N1CC1`?
uPA generation: -7%; KCNH2 3.1 inh: 9; Giardia killer: -4

Results for CC1(C)C(=O)CCC2C1=CCC1C2CCC2(C)C(O)CCC12 (configuration not stated) ?
uPA generation: 0%; KCNH2 3.1 inh: 13; Giardia killer: -15

Results for COC[C@H]1OC(=O)c2coc3c2[C@@]1(C)C1=C(C3=O)[C@@H]2CCC(=O)[C@@]2(C)C[C@H]1OC(C)=O ?
uPA generation: -11%; KCNH2 3.1 inh: -2; Giardia killer: -1

How did O=C1CN=C(c2cc([N+](=O)[O-])ccc2Cl)c2cc([N+](=O)[O-])ccc2N1 do in these assays?
uPA generation: -2%; KCNH2 3.1 inh: -10; Giardia killer: 4

Results for O=C(Nc1cccc(Cl)c1)OCC#CCN1CCCC1 ?
uPA generation: -1%; KCNH2 3.1 inh: -1; Giardia killer: 1

What do the screens show for `COC(=O)C1=C(c2ccc(S(C)(=O)=O)cc2)C[C@@H]2CC[C@H]1N2C(=O)NCc1ccc(C(F)(F)F)cc1`?
uPA generation: 7%; KCNH2 3.1 inh: 3; Giardia killer: -7

Results for COC(=O)C1=C(C(=O)OC)C2OC1c1cc3ccccc3cc12 ?
uPA generation: -12%; KCNH2 3.1 inh: -15; Giardia killer: -2

Results for Cc1cccc(N=C2c3cc([N+](=O)[O-])ccc3-c3c2cc([N+](=O)[O-])cc3[N+](=O)[O-])c1 ?
uPA generation: -7%; KCNH2 3.1 inh: -19; Giardia killer: -28

What do the screens show for `CC12C=CC(=O)C=C1CC(O)C1C2CCC2(C)C1CCC2(C)O` (configuration not stated)?
uPA generation: -1%; KCNH2 3.1 inh: -4; Giardia killer: -14

What do the screens show for `CC(C)(C)C(=O)N1Cc2ccccc2-n2nncc2C1`?
uPA generation: 3%; KCNH2 3.1 inh: -12; Giardia killer: -2

What do the screens show for `CC12CC(=O)C3C(CCC4CC(=O)C=CC43C)C1CCC2=O` (configuration not stated)?
uPA generation: -9%; KCNH2 3.1 inh: -21; Giardia killer: -12

What do the screens show for `COC(=O)C1=CO[C@H](C)[C@H]2CN3CC[C@@]4(C(=O)Nc5ccccc54)[C@@H]3C[C@H]12`?
uPA generation: 5%; KCNH2 3.1 inh: -20; Giardia killer: -22

What do the screens show for `COC(=O)C1=C(c2ccccc2)C[C@@H]2CC[C@H]1N2C(=O)NCCO`?
uPA generation: 13%; KCNH2 3.1 inh: 1; Giardia killer: 11

How did COC(=O)C1=C(c2ccc(S(C)(=O)=O)cc2)C[C@@H]2CC[C@H]1N2C(=O)NC1CCCCC1 do in these assays?
uPA generation: 15%; KCNH2 3.1 inh: 2; Giardia killer: 11

Bioassay records: PubChem BioAssay, National Center for Advancing Translational Sciences (NCATS)
